# Bioassay records deposited in PubChem by several laboratories.
# FadD28 binding – inhibitors of FadD28 bisubstrate probe binding, primary screen, biochemical, fluorescence polarization, single point | Mycobacterium tuberculosis FadD28 fatty-acid-AMP ligase | inhibition, % at 12.5 µM | hit rate 0.22% among 360,000 | AID 588549, 2011; in the data active = inhibition above about 8.5%, passing the limit was not always enough; inconclusive = no clear call, values can overlap the other calls
# PfHsp40 rescue – rescue of yeast from PfHsp40 toxicity, primary screen, S. cerevisiae, ATP luminescence | S. cerevisiae expressing PfHsp40, growth rescue | hit rate 0.68% among 340,000 | growth rescue, % at 12.5 µM | AID 504582, 2011; in the data active = growth rescue above about 28%, passing the limit was not always enough; inconclusive = no clear call, values can overlap the other calls;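 also: yeast W303a lacking pdr1 and pdr3 grown in galactose medium; growth measured after three days at 30 °C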
# BoNT A protease – BoNT/A light chain protease inhibitors, primary screen, biochemical, flow cytometry, MLPCN library; Botulinum neurotoxin type A light chain protease (Clostridium botulinum A str. ATCC 3502); multiplex microsphere protease substrate cleavage; inhibition, % at 10 µM; hit rate 0.17% among 360,000; AID 588499, 2011; also: plate controls were buffer without enzyme for full effect and enzyme alone for no effect
# Mtb FBA inh – Mtb FBA enzyme inhibitors, primary screen, biochemical, fluorescence, strain H37Rv; Fructose-bisphosphate aldolase (Mycobacterium tuberculosis (strain ATCC 25618 / H37Rv)), …; purified M. tuberculosis FBA, fluorescence read-out; inhibition, % at 1 µM; hit rate 2.3% among 360,000; AID 588726, 2011; in the data active = inhibition above about 27%;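 also: 0% = vehicle and 100% = reference inhibitor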
# Mtb BioA inh – M. tuberculosis BioA enzyme inhibitors, primary screen, biochemical, plate reader, single point, HTS. 7,8-diaminopelargonic acid synthase BioA (Mycobacterium tuberculosis). purified M. tuberculosis BioA enzyme. inhibition, % at 9.99 µM. hit rate 0.096% among 360,000; in the data active = inhibition above about 40%; inconclusive = no clear call, values can overlap the other calls
# BoNT F protease – BoNT/F light chain protease inhibitors, primary screen, biochemical, flow cytometry, MLPCN library. AID 588497, 2011. Botulinum neurotoxin type F light chain protease (Clostridium botulinum). inhibition, % at 10 µM. Multiplex microsphere protease cleavage assay. hit rate 0.22% among 360,000; in the data active = inhibition above about 35%, passing the limit was not always enough; inconclusive = no clear call, values can overlap the other calls; also: plate controls were buffer without enzyme for full effect and enzyme alone for no effect
# GDH-TPI inh – GDH-TPI coupling enzyme inhibitors, primary screen, artefact control for M. tuberculosis FBA inhibitor project, biochemical, absorbance, full deck. GDH-TPI coupled enzyme counterscreen, NADH absorbance. inhibition, % at 4.8 µM. hit rate 1.2% among 360,000; in the data active = inhibition above about 30%;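 also: 0% = DMSO wells and 100% = wells lacking the enzyme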
# Mtb UGM inh – M. tuberculosis UGM enzyme inhibitors, primary screen, biochemical, fluorescence polarization, single point; hit rate 0.06% among 320,000; inhibition, % at 10 µM; UDP-galactopyranose mutase (Mycobacterium tuberculosis (strain ATCC 25618 / H37Rv)), …; purified UGM, fluorescence polarization probe displacement; in the data active = inhibition above about 10%, passing the limit was not always enough; inconclusive = no clear call, values can overlap the other calls
# Anthrax LF inh2 – Bacillus anthracis LF protease inhibitors, primary screen, biochemical, multiplex microsphere, MLPCN library. Lethal factor (Bacillus anthracis), P15917. multiplex microsphere protease cleavage assay. inhibition, % at 10 µM. hit rate 0.12% among 360,000; also: plate controls were buffer without enzyme for full effect and enzyme alone for no effect
# Target sequence (P15917 whole entry, looked up): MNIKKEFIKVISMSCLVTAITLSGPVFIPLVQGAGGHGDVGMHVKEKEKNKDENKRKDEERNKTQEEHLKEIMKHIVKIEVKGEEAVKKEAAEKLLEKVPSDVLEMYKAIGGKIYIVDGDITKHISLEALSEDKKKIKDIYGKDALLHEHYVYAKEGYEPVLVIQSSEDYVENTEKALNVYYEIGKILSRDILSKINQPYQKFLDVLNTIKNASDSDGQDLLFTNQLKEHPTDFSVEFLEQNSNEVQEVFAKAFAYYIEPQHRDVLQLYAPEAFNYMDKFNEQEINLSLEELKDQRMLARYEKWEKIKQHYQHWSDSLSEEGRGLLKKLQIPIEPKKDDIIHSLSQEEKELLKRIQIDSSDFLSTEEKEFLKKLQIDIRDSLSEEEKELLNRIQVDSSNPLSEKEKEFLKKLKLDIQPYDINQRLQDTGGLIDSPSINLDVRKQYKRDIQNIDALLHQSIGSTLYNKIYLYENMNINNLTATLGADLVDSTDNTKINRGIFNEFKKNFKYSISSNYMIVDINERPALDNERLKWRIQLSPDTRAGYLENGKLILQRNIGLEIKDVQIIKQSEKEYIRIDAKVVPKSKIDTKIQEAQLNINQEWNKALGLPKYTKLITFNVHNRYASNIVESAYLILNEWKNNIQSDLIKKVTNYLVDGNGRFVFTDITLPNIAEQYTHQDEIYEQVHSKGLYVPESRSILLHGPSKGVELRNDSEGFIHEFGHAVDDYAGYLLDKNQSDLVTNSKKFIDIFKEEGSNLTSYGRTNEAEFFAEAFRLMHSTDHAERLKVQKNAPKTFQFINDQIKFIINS
# * hit, by the source's call; ? = inconclusive; · = not tested or not shown. Rule as the data show it, unless noted: active = inhibition above about 30%; inconclusive = no clear call, values can overlap the other calls; inactive = below that.
SMILES,FadD28 binding,PfHsp40 rescue,BoNT A protease,Mtb FBA inh,Mtb BioA inh,BoNT F protease,GDH-TPI inh,Mtb UGM inh,Anthrax LF inh2
COc1ccc(-n2c(SCC(=O)NNC(=O)c3ccccc3C)nnc2-c2ccncc2)cc1,-4.4,0.6,0.1,2,·,-1,-13,0.7,0
CCN1C(=O)c2ccc(C(=O)NCc3ccco3)cc2C1=O,-0.8,1.3,3.2,4,-0.7,-10,10,0.7,1
Cc1noc(C)c1S(=O)(=O)N(C)C[C@H]1Oc2ccc(NC(=O)NC(C)C)cc2C(=O)N([C@H](C)CO)C[C@@H]1C,-1.6,-1.0,-0.4,1,1.3,4,6,-1.0,3
CC(=O)c1cccc(NC(=O)Cn2nc(-c3ccccc3Cl)ccc2=O)c1,1.1,-0.4,-0.3,2,·,-3,2,1.0,-2
COCCN1C(=O)/C(=C/c2ccc(N3CCCC3)cc2C)SC1=S,-1.1,0.6,100*,-2,·,28,0,1.3,58*
COc1ccc2c(c1OC)C(=O)N1C2SC[C@H]1C(=O)NCCC(C)C (some centres not stated),-1.5,-0.3,-1.4,6,-1.4,0,9,0.4,-2
CC(NC(=S)NNS(=O)(=O)c1cccc([N+](=O)[O-])c1)c1ccccc1 (configuration not stated),-1.2,0.4,-0.4,-2,-1.0,-1,3,-1.6,-5
CCc1ccc2c(c1)NC(=O)C2(C)Cc1ccc(F)cc1 (configuration not stated),-2.1,·,-0.5,0,-0.7,-3,0,·,2
COC(=O)NNC(=O)c1ccc(C(C)(C)C)cc1,-0.9,0.2,-0.3,-2,-0.4,0,-3,0.2,0
Cc1nc2ccc(NC(=O)Cc3cccs3)cc2s1,-1.0,1.3,1.0,-3,0.8,-27,-3,-1.4,-2
CCCCN(C)S(=O)(=O)c1c(C)[nH]c(=O)[nH]c1=O,-1.3,-0.1,1.5,0,-0.9,-3,0,0.7,-2
Cc1ccccc1C(=O)N1c2ccccc2OCC1C(C)(C)C (configuration not stated),-2.6,-0.2,-1.6,0,0.0,4,0,0.7,20
CCOC(=O)c1ccc(N(C(=O)c2ccco2)C(C(=O)NC2CCCCC2)c2ccncc2)cc1 (configuration not stated),-0.8,-0.4,-2.2,2,-3.5,19,-1,-0.8,-11
COc1cccc(CNC(=O)CCC2CCCN(C(=O)c3ccc(F)c(Cl)c3)C2)c1 (configuration not stated),-1.7,-0.7,-1.2,-2,1.3,-2,-14,-2.9,-1
CC(C)CC(=O)Nc1nc2c(c(=O)[nH]1)CCCC2,-0.9,-0.1,-0.6,-1,-1.4,-17,-1,-1.6,-3
COc1ccc(OC)c2c1CCC2=O,-1.7,-2.0,0.1,30*,1.0,6,9,0.0,1
CC(=O)Nc1ccc2nc(NC(=O)c3cccnc3)sc2c1,-2.4,-1.1,-0.3,0,·,6,25,0.5,2
Cc1ccc(NNC(=O)C(O)(c2cccc(C(F)(F)F)c2)c2cccc(C(F)(F)F)c2)cc1,-9.9,0.6,0.1,-2,3.3,-2,2,0.2,-2
CC(=O)Nc1ccc(S(=O)(=O)N(C)CC(=O)OCC(=O)N2CCN(C(=O)c3ccco3)CC2)cc1,0.9,-0.3,-1.4,-1,-1.2,-8,3,1.7,4
CCOc1cc(/C=N/Nc2nc(Nc3ccccc3)nc(N3CCCCC3)n2)ccc1OCC(=O)O,-3.1,-1.0,-0.3,0,-0.3,0,14,2.4,-1
COc1ccccc1CNC(=O)CCC(=O)N1CCOc2ccc(Cl)cc21,-1.4,-0.7,-0.5,0,0.9,4,3,1.1,-16
Nc1cc(=O)[nH]c(SCC(=O)Nc2cc(Cl)ccc2Cl)n1,0.3,0.0,-1.9,2,-0.8,-2,6,1.9,-6
COc1ccccc1NC(=O)CN1CCN(CC(=O)Nc2cc(C)ccc2OC)CC1,-0.6,0.4,0.0,2,-1.3,15,4,·,-8
O=C(Cn1nc(C(F)F)cc1C(F)F)N/N=C/c1ccc2c(c1)OCO2,-1.1,0.8,?,1,·,-1,22,0.9,-1
COc1ccccc1-n1c(CNC(=O)c2ccco2)nnc1SCC(=O)Nc1ccc(F)cc1,-1.5,-0.5,0.4,3,-0.5,?,3,1.9,-7

# The last six records of the part before open the next one:
SMILES,FadD28 binding,PfHsp40 rescue,BoNT A protease,Mtb FBA inh,Mtb BioA inh,BoNT F protease,GDH-TPI inh,Mtb UGM inh,Anthrax LF inh2
CCOc1cc(/C=N/Nc2nc(Nc3ccccc3)nc(N3CCCCC3)n2)ccc1OCC(=O)O,-3.1,-1.0,-0.3,0,-0.3,0,14,2.4,-1
COc1ccccc1CNC(=O)CCC(=O)N1CCOc2ccc(Cl)cc21,-1.4,-0.7,-0.5,0,0.9,4,3,1.1,-16
Nc1cc(=O)[nH]c(SCC(=O)Nc2cc(Cl)ccc2Cl)n1,0.3,0.0,-1.9,2,-0.8,-2,6,1.9,-6
COc1ccccc1NC(=O)CN1CCN(CC(=O)Nc2cc(C)ccc2OC)CC1,-0.6,0.4,0.0,2,-1.3,15,4,·,-8
O=C(Cn1nc(C(F)F)cc1C(F)F)N/N=C/c1ccc2c(c1)OCO2,-1.1,0.8,?,1,·,-1,22,0.9,-1
COc1ccccc1-n1c(CNC(=O)c2ccco2)nnc1SCC(=O)Nc1ccc(F)cc1,-1.5,-0.5,0.4,3,-0.5,?,3,1.9,-7
O=[N+]([O-])c1cccc(N2Cc3ccccc3C2)c1,-0.2,-0.1,1.1,0,-3.3,-2,-2,0.4,1
Cc1c(NP(=O)(c2ccc(Br)cc2)c2ccc(Br)cc2)c(=O)n(-c2ccccc2)n1C,-1.6,-1.5,-1.5,-2,·,-7,-6,-1.1,-2
O=C(Nc1cccnc1)c1cc(-c2cccc(Br)c2)nc2ccccc12,-6.4,0.9,-3.3,-1,-0.8,-2,3,1.9,2
O=S(=O)(c1ccccc1Cl)N1CCCC1c1nc(-c2ccccc2Cl)no1 (configuration not stated),-9.8,6.6,-1.6,-7,·,-4,-16,-0.1,-1
CN1CCN(Cc2nc3ccccc3n2C)CC1,-3.8,-0.1,?,1,1.0,2,9,1.7,0
COc1ccc(CC(=O)NCC(=O)N/N=C/c2cc(Br)ccc2OC)cc1,0.1,0.8,·,3,0.4,·,6,-0.1,·
CC(=O)Nc1ccc(NC(=O)C(C)OC(=O)c2cccc(S(=O)(=O)N3CCCCC3)c2)cc1 (configuration not stated),-1.6,-1.4,-2.5,2,0.5,-3,1,1.1,-1
Cc1ccc2c(Cl)cc(Cl)c(OCC(=O)NCCc3ccccn3)c2n1,-1.6,-1.1,-0.9,6,·,-6,-1,2.6,-7
CC(=O)Nc1ccc(NC(=O)c2ccc(S(=O)(=O)N3CCCCCC3)cc2)cc1,-0.6,·,-0.2,-3,1.6,-3,13,·,-5
Cc1nn(-c2ccccc2)c2c1C(c1ccc(Cl)cc1)N(c1ccccc1)C(=O)N2 (configuration not stated),-0.3,2.1,0.1,-1,·,-3,9,1.2,-1
COCCNC(=O)CN1CCC(NC(=O)Nc2ccc(C(F)(F)F)cc2)CC1,-4.8,-2.3,-1.0,0,-1.3,-5,4,-0.7,-3
COCCOC(=O)C1=C(C)OC(N)=C(C#N)C1c1ccc2c(c1)OCO2 (configuration not stated),0.0,0.6,-0.1,2,-1.2,0,3,2.7,-11
Cc1nn(Cc2ccccc2)c(Cl)c1/C=C/C(=O)OC(C(=O)NC(N)=O)C(C)C (configuration not stated),0.1,-1.7,-0.2,0,3.3,-4,7,4.2,2
O=C(NCc1ccccn1)c1ccc(Cl)c(S(=O)(=O)NCc2ccccc2)c1,-1.2,0.1,-0.9,0,0.9,-21,6,0.4,-4
CCN(CC(=O)Nc1ccc(OC)cc1)C(=O)c1cc(S(=O)(=O)N(C)C)ccc1N1CCCC1,-3.0,-2.1,0.2,-1,·,?,-1,-4.4,-4
CC(=O)C1=C(O)C(=O)N(c2ccc(Br)cc2)C1c1cccc(F)c1 (configuration not stated),-12,-2.7,0.8,-1,1.5,?,14,1.0,-3
CCC(=O)NCC(=O)OCC(=O)c1ccccc1,0.4,-0.8,-1.4,-3,-0.2,16,0,-0.1,3
CN(C)CCNC(=O)/C=N/O,-4.3,-0.4,-1.8,6,-0.4,-6,-5,0.7,-1
O=C(CNCc1ccc(F)cc1)Nc1ccc(C(=O)N2CCCCC2)cc1,-4.6,0.6,-1.2,2,0.6,-7,-6,1.5,-11
CCc1ccc(N/C(SCc2ccccc2C)=C(/C#N)C(=O)NCc2ccco2)cc1,-3.1,-1.3,-1.7,-2,-1.5,-4,17,0.4,-5
Cn1nc(C(F)(F)F)c(-c2cccc(C(F)(F)F)c2)c1NC(=O)c1nccnc1C(=O)O,-2.2,1.0,·,2,-2.6,·,4,-1.0,·
O=C1NCN(c2ccccc2)C12CCN(C(CCc1ccccc1)c1nnnn1-c1ccc3c(c1)OCCO3)CC2 (configuration not stated),-3.4,·,-0.3,-2,-1.9,-1,·,·,-3
O=C(c1ccc(Cl)c(Cl)c1)c1cc(-c2ccccn2)c(N2CCOCC2)s1,-0.2,0.9,7.9,-2,-1.6,12,23,1.8,-8
CCN(CC)C(=O)Cn1cc(S(=O)(=O)CC(=O)Nc2ccccc2C)c2ccccc21,-1.9,-0.3,3.4,0,0.1,0,0,0.6,0
N#Cc1ccc(-c2ccc(F)cc2)nc1Sc1ccccc1,-1.5,-1.9,1.4,-1,-1.2,1,6,0.8,10
SMILES,FadD28 binding,PfHsp40 rescue,BoNT A protease,Mtb FBA inh,Mtb BioA inh,BoNT F protease,GDH-TPI inh,Mtb UGM inh,Anthrax LF inh2
Cc1ccc(S(=O)(=O)N2CCN(C(=O)c3ccco3)CC2)cc1,1.6,-0.7,-1.5,3,-1.1,-5,17,-0.2,8
CCOC(=O)c1c(O)c2ccccc2n(CC)c1=O,0.3,3.8,-0.1,1,·,-4,4,1.2,0
Cc1c2c(nc3nc4ccccc4n13)CC(C)(C)CC2=O,0.9,-2.2,-0.4,1,0.9,-1,2,2.3,-18
CSc1nc(-c2ccccc2)nc(NC(=O)c2ccccc2)c1C(C)=O,-3.9,1.0,-0.9,-6,·,-4,0,1.2,2
COc1ccc(CCN(C)C2CCCN(S(=O)(=O)c3ccccc3)C2)cc1OC (configuration not stated),-1.2,0.9,-3.1,-2,2.1,?,7,1.0,-8
CCCCC(=O)NC(=S)Nc1ccc(Cl)c(C(=O)O)c1,0.4,-1.0,1.0,1,-2.0,-3,-2,-2.6,-1
CCOC(=O)NNC(=O)c1[nH]c2ccc(Br)cc2c1-c1ccccc1,-1.9,4.8,2.6,3,-0.4,14,1,3.9,-8
CC1CC(=O)N(CC(=O)NCc2ccc(F)cc2)c2ccccc2S1(=O)=O (configuration not stated),-4.6,0.0,1.6,0,-0.2,0,0,-1.5,2
O=C(COC(=O)COc1cccc2ccccc12)NCC(F)(F)F,-1.1,0.6,0.4,3,·,-2,1,-0.5,-3
COc1ccc(Cl)cc1NC(=O)COC(=O)c1c(-c2ccccc2)noc1C,0.7,3.4,0.0,-1,-1.0,6,5,1.1,-4
